Bioassay records: PubChem BioAssay, National Center for Advancing Translational Sciences (NCATS)
AmpC no deterg = inhibitors of E. coli AmpC beta-lactamase without detergent; AmpC nitrocefin hydrolysis, absorbance 480 nm, 0.0001% Triton; Potency, µM (series often up to 57.1 µM), for inactives: at the highest dose activity change, negative = inhibition, usual class: inhibitors; 0.52% of 330,000 active; AID 485341;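 also: potency is read from the fitted curve at half-maximal effect; plate controls were no compound for no effect and no enzyme for full effect; nearly all actives have a fitted effect of over 20% in size; some results filed as inactive show a strong effect at the top dose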
Target sequence (P00811 whole entry, looked up): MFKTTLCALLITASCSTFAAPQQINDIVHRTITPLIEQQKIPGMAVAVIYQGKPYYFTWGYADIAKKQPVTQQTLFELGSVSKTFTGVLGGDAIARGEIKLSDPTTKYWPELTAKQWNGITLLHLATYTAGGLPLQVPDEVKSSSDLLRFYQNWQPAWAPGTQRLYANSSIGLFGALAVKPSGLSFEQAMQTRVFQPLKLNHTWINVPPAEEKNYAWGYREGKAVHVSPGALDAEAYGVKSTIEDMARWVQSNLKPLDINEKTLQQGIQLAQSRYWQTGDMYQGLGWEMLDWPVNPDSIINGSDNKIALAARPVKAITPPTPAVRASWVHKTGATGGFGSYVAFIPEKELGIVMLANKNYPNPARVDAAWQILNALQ
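20 mM phosphate pH 7.0 + 0.01% (detergent screen) or 0.0001% Triton X-100; 5.3 nM AmpC reagent; cpd preinc 15 min RT; nitrocefin (800 uM stock) to start; A480 q20 s × 4 min; Activity was normalised to no-enzyme and no-compound control wells.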
Pf growth 48h = P. falciparum growth inhibition at 48 hours (one generation); 5.9% of 310,000 active; Potency, µM (top dose mostly 28.7 µM), for the others: top-dose activity change, negative = inhibition, most hits filed as inhibitors; P. falciparum luciferase growth in erythrocytes, 48 h; also: potency is read from the fitted curve at half-maximal effect; % is scaled to controls: 0 for no effect and ±100 for the full control effect
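A one-generation exposure of luciferase-tagged malaria parasites in RPMI 1640/Albumax erythrocyte culture, 37 C and 5% CO2. Inhibition is inferred from decreased luminescence after adding detection reagent.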
LmPK inhibitor = LmPK (Leishmania mexicana) enzyme inhibition; purified LmPK, Kinase-Glo ATP luminescence, 1 h; Potency, µM (top dose mostly 57.5 µM), without a hit: top-dose activity change, negative = inhibition, most hits filed as inhibitors; 0.37% of 290,000 active; AID 1721; also: potency is read from the fitted curve at half-maximal effect; % is scaled to controls: 0 for no effect and ±100 for the full control effect
Target sequence (Q27686 whole entry, looked up): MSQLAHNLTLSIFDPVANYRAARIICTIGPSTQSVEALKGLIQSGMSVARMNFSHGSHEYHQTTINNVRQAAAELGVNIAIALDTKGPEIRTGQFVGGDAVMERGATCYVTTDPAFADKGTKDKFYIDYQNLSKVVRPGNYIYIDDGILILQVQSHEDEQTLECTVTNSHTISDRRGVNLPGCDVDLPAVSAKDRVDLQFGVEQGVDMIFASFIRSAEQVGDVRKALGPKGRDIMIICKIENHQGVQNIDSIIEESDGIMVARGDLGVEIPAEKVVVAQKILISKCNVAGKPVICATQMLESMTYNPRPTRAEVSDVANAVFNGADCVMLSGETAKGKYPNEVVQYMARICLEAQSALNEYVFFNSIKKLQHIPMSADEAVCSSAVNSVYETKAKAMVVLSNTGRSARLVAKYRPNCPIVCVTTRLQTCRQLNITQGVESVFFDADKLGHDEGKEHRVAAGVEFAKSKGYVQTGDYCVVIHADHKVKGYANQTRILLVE
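ATP generated from ADP (0.1 mM) and PEP (0.5 mM) by 0.1 nM LmPK over 1 h at room temperature (pH 7.2 imidazole buffer) was detected by coupled luciferase luminescence. Values were normalized to uninhibited and no-enzyme wells.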
Shiga inhibitor = inhibitors of Shiga toxin in Vero cells; inhibition, % at 38.7 µM; 9.2% of 290,000 active; Vero cells, Shiga toxin protein synthesis inhibition reporter; in the data active = inhibition mostly above about 28%, no sharp cut-off; inactive = mostly below about 43%; also: 0% is about no effect
Pf growth 96h = P. falciparum growth inhibition at 96 hours. P. falciparum luciferase reporter growth, 96 h. Potency, µM (highest dose often 28.7 µM), for inactives: at the highest dose activity change, negative = inhibition, usual class: inhibitors. 6.9% of 320,000 active. AID 504834; also: potency is read from the fitted curve at half-maximal effect; % is scaled to controls: 0 for no effect and ±100 for the full control effect
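Compounds incubated with erythrocytes infected by luciferase-expressing P. falciparum (2% hematocrit, 0.05% parasitemia final) for 96 hours, 37 C in 5% CO2. Growth inhibition scored as decreased luciferase luminescence.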
CHX counter = counter-screen hit for Shiga toxin inhibitors, cycloheximide; 12% of 300,000 active; max response, %; cell reporter, cycloheximide protein synthesis inhibition counterscreen; AID 2314; in the data active = max response mostly above about 13%, no sharp cut-off; inactive = mostly below about 14%; also: read at 38.3 µM for the half of the compounds with a filed dose; 0% is about no effect
Tb PYK inh = blocks Trypanosoma brucei pyruvate kinase; 0.12% of 410,000 active; Potency, µM (series often up to 76.8 µM), for the others: at the top dose activity, negative = inhibition, actives largely listed as inhibitors; Q57TT1; AID 624173; TbPYK enzyme, Kinase-Glo Plus ATP luminescence, 45 min; also: potency is read from the fitted curve at half-maximal effect; % is scaled to controls: 0 for no effect and ±100 for the full control effect; nearly all actives have a fitted effect of over 50% in size
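Assay buffer: 50 mM TEA pH 7.2, 100 mM KCl, 10 mM MgCl2, 0.05% BSA, 0.01% Tween-20. Pyruvate kinase from T. brucei plus substrate met compound, then ADP (130 uM final). Luminescence was read post 45 min RT.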
* = called active by the depositor; ? = inconclusive; nt = no result given; [ ] = remark or other dose. Unless noted, calls follow the shape of the dose curve; as a rule, active = well fitted curve in the direction sought with a large enough effect; inconclusive = small, poorly fitted or top-dose-only effect, or another doubt; inactive = no such curve, though single readings can be large; an effect the other way counts as inactive or inconclusive. No enrichment for hits; any-hit rate near 22%.

SMILES	AmpC no deterg	Pf growth 48h	LmPK inhibitor	Shiga inhibitor	Pf growth 96h	CHX counter	Tb PYK inh
COc1ccccc1C(=O)NNC1=NS(=O)(=O)c2ccccc21	-36%	16%	-2%	nt	-24%	-5	-1%
O=C1N(c2ccc(Cl)cc2)C(c2ccccc2)N2CCCN12 (stereo not drawn)	-9%	6%	1%	9	29%	0	33%
COC(=O)c1cc(-c2ccc(OC)cc2)n[nH]1	-24%	18%	-14%	103*	-16%	27*	-2%
CC(C)CCNC(=O)[C@H](Cc1ccccc1)N1Cc2ccccc2C1=O	-14%	7%[0.00184 µM]	1%	-9	-2%	-4	1%
COc1cc(CNCCN2CCOCC2)ccc1OCc1c(Cl)cccc1Cl	33%	?	-1%	-18	47%	-5	nt
O=C(Nc1nccs1)C1CC=CCC1C(=O)OCC(F)(F)C(F)F (stereo not drawn)	-28%	-16%	nt	nt	-30%	nt	-4%
O=C(Nc1ccc2c(c1)OCO2)c1ccc2c(c1)OCO2	-16%	275%[activator]	?	67*	393%[activator]	40*	-3%
O=C1C2C(C(=O)N1Cc1ccco1)C1C=CC2C12CC2 (stereo not drawn)	-9%	-10%	-1%	-19	?	2	-4%
Cc1ccccc1C1C(C#N)=C2N=C(N)c3c(sc4c3CCCCC4)N2C2=C1C(=O)CCC2 (stereo not drawn)	-9%	1.9µM*	3%	-23	2.6µM*	-1	-7%
COC(=O)c1oc2ccccc2c1NC(=O)c1ccccc1O	-25%	10µM*	1%	3	54%[activator]	7	5%
CC(=O)Nc1ccc(/C=N/N2CCCCC2)cc1	-7%	255%[activator]	2%	116*	79%[activator]	44*	1%
Cc1cccc(NCc2ccccc2O)c1C	-17%	?	1%	-1	0%	12	-3%
COc1ccc(CN2CCN(C(=O)Cc3ccccc3)CC2)cc1Br	90%[activator]	0%	0%	-25	0%	2	2%
O=C(NC1CCCC1)c1ccc(COc2ccccc2Br)o1	-19%	0%	-7%	11	?	16	0%
CC1CCCN(CC(O)COc2ccc(Cl)cc2)C1 (stereo not drawn)	-15%	32%[activator]	0%	9	-20%	-4	-13%
O=[N+]([O-])c1ccc(N/N=C/c2cn(-c3ccccc3)nc2-c2ccccc2)cc1	-15%	13µM*	-2%	31*	4.7µM*	10	4%
OCC1OC(n2cnc3ccccc32)CC1O (stereo not drawn)	-15%	30%	-1%	-9	2%	-4	6%
O=C(CC(c1ccccc1)c1ccco1)N1CCCCC1 (stereo not drawn)	-4%	-19%	-1%	-25	-3%	3	nt
Cc1c(C(N)=O)sc2ncn(CC(=O)N(C)C3CCCCC3)c(=O)c12	-7%	-11%	-2%	-5	-72%	-4	-3%
C/C(=N\O)c1ccc2[nH]ccc2c1	-9%	84%[activator]	2%	38	0%	15*	-3%
COc1cc(Cl)c(C)cc1Nc1ncccn1	0%	8%	-5%	4	31%[activator]	-2	-5%
COc1ccc2cc(/C=N/NC(=O)c3ccc(CN(c4cccc(Cl)c4Cl)S(C)(=O)=O)cc3)c(Cl)nc2c1	3%	?	1%	25	?	7	0%
COc1ccc(C(=O)N2CCCC(Nc3ccc(C(C)C)cc3)C2)c(OC)n1 (stereo not drawn)	136%[activator]	-8%	-9%	-13	-16%	2	-12%
O=S(=O)(c1ccccc1)N(Cc1cccc(F)c1)c1ccccc1	-32%	-19%	11%	-5	?	0	-4%
Cc1noc(C)c1COC(=O)Cc1ccc(Cl)c(Cl)c1	1%	7%	-2%	20	?	10	3%
CC(=O)Nc1cccc(C(=O)OCc2csc(CC(=O)Nc3ccccc3C)n2)c1	-11%	9.3µM*	nt	nt	?	nt	-3%
C=CCNS(=O)(=O)c1ccc(OC)c(C)c1	-21%	0%	0%	-4	nt	-1	8%
O=C(CNC(=O)c1cccc(F)c1)N/N=C/c1ccc([N+](=O)[O-])s1	-29%	-6%	1%	-4	?	18	1%
N#CC(C#N)=C1C=CC=CN1/C(=C\c1ccccc1Cl)C(=O)c1ccccc1	-3%	-11%	-9%	-4	-1%	-2	?
Cc1ccc(CCNC(=O)c2ccc(NC3=NC4CS(=O)(=O)CC4S3)cc2)cc1 (stereo not drawn)	-1%	19%	-7%	-6	1%	-6	-4%
CCc1nc2ccccc2n1CC(=O)Nc1cc(C)on1	-7%	54%[activator]	-6%	8	4.7µM*	8	1%
CC(C)c1nc2cc(Cl)ccc2n(Cc2ccccc2)c1=O	-16%	?	0%	26	?	22	-3%
COc1ccc(C(=O)N/N=C(\Cc2ncc[nH]2)c2ccccc2)cc1	-28%	3.3µM*	-3%	13	?	4	1%
O=C1CSC(c2cccc([N+](=O)[O-])c2)N1CCN1CCCCC1 (stereo not drawn)	-20%	-4%	-4%	3	72%[activator]	-7	3%
O=C(O)c1cccc(Sc2cc(Cl)ccc2C(=O)O)c1	-5%	21%	nt	nt	?	nt	-8%
Cc1ccc(S(=O)(=O)O)c(C)c1N1CCCC1=O	-1%	18%	-2%	-7	2%	-1	0%
COc1ccc(OC)c(Nc2nc(N)c([N+](=O)[O-])c(N3CCOCC3)n2)c1	-7%	?	-3%	-8	?	1	-1%
CCc1ccccc1N1CSC2=C(C#N)C(c3ccccc3F)CC(=O)N2C1 (stereo not drawn)	-34%	nt	14%	5	-16%	-2	8.9µM*
Cc1cc(NC(=O)COC(=O)C2CCC2)no1	-16%	-9%	4%	-2	64%[activator]	-2	0%
O=C1OCC2=C1C(c1ccccc1)CC(=O)N2c1ccc(F)cc1 (stereo not drawn)	-4%	9%	-1%	-19	-106%	-2	0%

13 of the compounds above, as a markdown table.
| SMILES | AmpC no deterg | Pf growth 48h | LmPK inhibitor | Shiga inhibitor | Pf growth 96h | CHX counter | Tb PYK inh |
| --- | --- | --- | --- | --- | --- | --- | --- |
| O=C(CNC(=O)c1cccc(F)c1)N/N=C/c1ccc([N+](=O)[O-])s1 | -29% | -6% | 1% | -4 | ? | 18 | 1% |
| N#CC(C#N)=C1C=CC=CN1/C(=C\c1ccccc1Cl)C(=O)c1ccccc1 | -3% | -11% | -9% | -4 | -1% | -2 | ? |
| Cc1ccc(CCNC(=O)c2ccc(NC3=NC4CS(=O)(=O)CC4S3)cc2)cc1 (stereo not drawn) | -1% | 19% | -7% | -6 | 1% | -6 | -4% |
| CCc1nc2ccccc2n1CC(=O)Nc1cc(C)on1 | -7% | 54%[activator] | -6% | 8 | 4.7µM* | 8 | 1% |
| CC(C)c1nc2cc(Cl)ccc2n(Cc2ccccc2)c1=O | -16% | ? | 0% | 26 | ? | 22 | -3% |
| COc1ccc(C(=O)N/N=C(\Cc2ncc[nH]2)c2ccccc2)cc1 | -28% | 3.3µM* | -3% | 13 | ? | 4 | 1% |
| O=C1CSC(c2cccc([N+](=O)[O-])c2)N1CCN1CCCCC1 (stereo not drawn) | -20% | -4% | -4% | 3 | 72%[activator] | -7 | 3% |
| O=C(O)c1cccc(Sc2cc(Cl)ccc2C(=O)O)c1 | -5% | 21% | nt | nt | ? | nt | -8% |
| Cc1ccc(S(=O)(=O)O)c(C)c1N1CCCC1=O | -1% | 18% | -2% | -7 | 2% | -1 | 0% |
| COc1ccc(OC)c(Nc2nc(N)c([N+](=O)[O-])c(N3CCOCC3)n2)c1 | -7% | ? | -3% | -8 | ? | 1 | -1% |
| CCc1ccccc1N1CSC2=C(C#N)C(c3ccccc3F)CC(=O)N2C1 (stereo not drawn) | -34% | nt | 14% | 5 | -16% | -2 | 8.9µM* |
| Cc1cc(NC(=O)COC(=O)C2CCC2)no1 | -16% | -9% | 4% | -2 | 64%[activator] | -2 | 0% |
| O=C1OCC2=C1C(c1ccccc1)CC(=O)N2c1ccc(F)cc1 (stereo not drawn) | -4% | 9% | -1% | -19 | -106% | -2 | 0% |

Additional records:
SMILES	AmpC no deterg	Pf growth 48h	LmPK inhibitor	Shiga inhibitor	Pf growth 96h	CHX counter	Tb PYK inh
O=S(=O)(c1ccc(F)cc1)N1CCCc2ccccc21	-21%	29%	-3%	nt	1.7µM*	31*	nt
COc1ccc(S(=O)(=O)N2CCC(c3nc4ccccc4[nH]3)CC2)cc1	-10%	0%	-5%	-15	43%[activator]	-3	-2%
OC[C@H]1O[C@@H](n2cnc3c(NC4CCCC4)ncnc32)[C@H](O)[C@@H]1O	-1%	17%	-2%	-15	2%	-4	-11%
O=S(=O)(c1ccc(N2CCC(c3ccc(Cl)cc3)=N2)cc1)N(CCO)CCO	161%[activator]	nt	3%	4	-61%	3	-4%
Cc1cc(NCCN(C)C)n2nc(-c3cccs3)cc2n1	-7%	?	-4%	-3	12%	-2	-18%
CCn1c(CSCc2ccc(C)cc2)n[nH]c1=S	-18%	-12%	0%	0	?	1	?
Cc1ccc(NC(=O)c2cc3c(=O)oc4ccccc4c3s2)nc1	-18%	-6%	0%	-10	?	-6	3%
Cc1ccc2[nH]c(C)c(CCNCc3cccnc3)c2c1	-20%	?	4%	-8	?	-5	3%
O=C(CSc1nc2ccc([N+](=O)[O-])cc2[nH]1)c1ccc(Cl)cc1	-48%	?	1%	-3	3%	4	-6%
N#C/C(=C\c1ccncc1)C(=O)Nc1ccc(C(=O)O)cc1	-7%	0%	-1%	-6	4%	-5	-1%
Cc1cc(Oc2ccc(Cl)cc2)nc(-c2ccccn2)n1	20%	?	3%	-3	?	-1	-2%
O=C(NCC1CCCO1)c1ccc(NC(=O)c2ccc([N+](=O)[O-])cc2)cc1 (stereo not drawn)	-11%	?	-3%	4	?	-2	11%
O=C(CSc1n[nH]c(-c2ccncc2)n1)Nc1ccc(Cl)c(Cl)c1	-33%	4%	10%	24	1%	-5	6%
CC(=O)c1c(C)[nH]c(C(=O)CN2CCN(S(=O)(=O)c3ccccc3[N+](=O)[O-])CC2)c1C	-19%	?	nt	nt	10µM*	nt	0%
Cc1ccc(Cn2c(SCc3cccnc3)nc3c2c(=O)n(C)c(=O)n3C)cc1	5%	1%	4%	10	21%	1	7%
CC(=O)N/C(=N/c1nc(C)cc(C)n1)Nc1cccc(C)c1	-3%	7%	0%	-3	-16%	1	10%
COc1ccccc1-c1cc(C(=O)Nc2cc(C)n(Cc3ccc(Cl)cc3)n2)no1	-33%	5.9µM*	2%	-18	16%	-1	-2%
CC(C)[C@H](NC(=O)c1ccccc1)C(=O)OCC(=O)c1ccc2c(c1)NC(=O)CO2	-19%	nt	0%	8	-2%	5	-8%
Fc1ccccc1CCNc1c2c(nc3ncnn13)CCCC2	-7%	-12%	2%	-2	-15%	-3	7%
